# Compound activity as filed in PubChem BioAssay.
# Dynein transport: dynein cargo transport inhibition. 3617.4 mouse cells, GR-EGFP nuclear translocation imaging; test concentration mostly 20 µM; stimulated with dexamethasone, 1 µM; stronger effect = lower value. z-score, hits read low. hit rate 0.47% among 220,000. AID 1381;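 active means plate z-score of nuclear minus cytoplasmic receptor signal below a set negative limit, without overly bright fluorescence or cell loss, cut at about -3.5 in these data, passing the limit was not always enough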;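 further: z-score of nuclear minus cytoplasmic ring GR-EGFP intensity difference per well; some compounds called inactive have numbers as strong as hits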
#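 Buffer or medium: tet-free, stripped-serum medium; Also added: dexamethasone, 1.0 µM final; Technique: high-content fluorescence imaging after fixation; Times: 48 h induction, 1 h compound, 30 min dex at 37 °C; Read-out: per-cell GR-EGFP intensity, nucleus versus surrounding cytoplasmic ring, well-averaged.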
# Autophagy HCS: modulators of autophagy; MEF GFP-LC3 puncta imaging; test concentration mostly 10 µM; hit rate 0.98% among 190,000; AID 463193; calls only at 10 µM (by protocol);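 active means percentage of spot-positive cells more than 3 SD above its plate mean, without a fluorescence outlier flag or 80% toxicity; inconclusive means no clear call, values can overlap the other calls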;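 further: spot-positive cell cutoff set from DMSO-treated cells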
# ER stress rescue: rescue of cells from ER stress-induced death, primary screen, 384-well, CSM14.1, thapsigargin, ATP luminescence (AID 1222). CSM14.1 thapsigargin-induced death rescue, ATP luminescence; higher % means a stronger effect. one-dose cellular ATP content (survival), % at 20 µM; EC50 in µM for titrated hits. 190,000 tested, under 10 active;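 active means EC50 below 50 µM in the dose-response confirmation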;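 further: death triggered by thapsigargin at about 15 µM added after 2 h compound pretreatment; cell ATP read after overnight thapsigargin exposure of roughly 18 to 22 hours; normalized against plate controls of thapsigargin alone and 5% DMSO vehicle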
# Ins promoter up: MIN6 insulin promoter up-regulation | MIN6 insulin promoter-GFP reporter, high-content imaging; stronger effect = higher value | z-score at 5 µM | hit rate 0.3% among 190,000 | AID 1625;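 active means z-score above 3 at 5 µM with at least 500 cells counted in the well; inconclusive means wells under 500 cells, flagged as cytotoxic or low count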
# M17LAP inhibition: P. falciparum M17LAP inhibitors, primary screen, biochemical, fluorogenic H-Leu-NHMec substrate, 1536-well (AID 1619); hit rate 0.38% among 220,000; one-dose inhibition, % at 30 µM; IC50 in µM for titrated hits; recombinant M17LAP, H-Leu-NHMec fluorogenic kinetic assay; higher % means a stronger effect;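 active means compound inhibiting the enzyme by more than half at any dose during confirmatory dose-response retesting; inconclusive means strong single-dose inhibitors picked by rank but not retested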;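 further: plate controls were full reaction with DMSO carrier for no effect and no enzyme background for full effect; strong numbers were not always called active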
# K1F lysis inhibition: protection from phage-mediated lysis, alamar blue read-out – E. coli UTI89, K1F phage, bacterial capsule biogenesis inhibitors (AID 488966) | E. coli UTI89 K1F phage lysis, alamar blue, 2 h; higher % means a stronger effect | inhibition, % at 100 µM; hits with a dose series show IC50 in µM | hit rate 0.02% among 340,000;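 active means phage lysis inhibition, versus mean bacterial control, above a set limit; inconclusive means no clear call, values can overlap the other calls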;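 further: capsule biogenesis inhibitors block K1F phage lysis so surviving cells raise fluorescence; higher fluorescence means more inhibition of phage lysis; actives were called in the ten point dose series up to 300 µM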
# bCat nuc transl: modulators of beta-catenin nuclear translocation | HeLa beta-catenin nuclear translocation, immunofluorescence imaging | nuclear translocation activity, % at 5 µM | AID 1665 | hit rate 0.3% among 190,000;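 active means nuclear translocation activity above 50% at 5 µM, with a well cell count of 50 or more; inconclusive means wells under 50 cells across six images, flagged as toxic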;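 further: per-cell ratio of nuclear to cytoplasmic median beta-catenin stain intensity; plate controls were DMSO negative control for no effect and GSK-3 inhibitor IX positive control for full effect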
#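 System: HeLa cells, endogenous beta-catenin; compound dosing: 5 µM primary single dose, 0.1% DMSO, 0.02–20 µM confirmation series; incubation: 24 h compound exposure at 37°C, 5% CO2; signal: beta-catenin immunofluorescence imaging with DAPI; evaluation: % activation, nuclear-to-cytoplasmic median beta-catenin signal ratio per cell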
# MT stabilizer: microtubule stabilization, imaging screen; HeLa tubulin immunostaining HCS, 24 h; share of cells brighter than vehicle mean+2SD; % tubulin-high responders, % at 10 µM; hit rate 0.83% among 200,000; AID 2205;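 active means plate Z-score above 3 for both tubulin-high and condensed-nucleus cell shares, with cell loss under 80%, at 10 µM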;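 further: anti alpha tubulin signal scored within the nucleus-defined area of each cell; some results filed as inactive read as strong as hits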
# P. falciparum M1AAP: malaria alanyl aminopeptidase activity blockers – biochemical, fluorogenic H-Leu-NHMec substrate, 1536-well (AID 1445). recombinant M1AAP, H-Leu-NHMec fluorogenic kinetic assay; higher % means a stronger effect. inhibition, % at 30 µM; hits with a dose series show IC50 in µM. hit rate 0.42% among 220,000;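 active means primary inhibition above the hit cutoff, then over 50% inhibition at one or more dose response concentrations, cut at about 23% in these data, passing the limit was not always enough; inconclusive means conflicting primary data, or primary hits not chosen for dose response; inactive means low primary inhibition, or under 50% at every dose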;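 further: plate controls were DMSO full reaction for no effect and no enzyme background for full effect; strong numbers were not always called active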
# Dynein transport cytoplasmic EGFP: also measured in Dynein transport; calls as there; z-score; measured here: cytoplasmic GR-EGFP intensity; stronger effect = higher value
# Dynein transport nuclear GR-EGFP: further read-out of Dynein transport, marked with its call; z-score; measured here: nuclear GR-EGFP intensity;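 lower value marks the stronger effect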
# Dynein transport cell count: further read-out of Dynein transport, marked with its call; z-score; measured here: cell count per field
# Ins promoter up cell count: recorded beside Ins promoter up, whose call it bears; cell count; measured here: cytotoxicity, nuclei count;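 total cells summed across four imaged fields per well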
# bCat nuc transl cell count 5 µM: second read-out of bCat nuc transl, no call of its own (marks repeat the call); cell count; measured here: cell count, cytotoxicity flag
# MT stabilizer Hoechst-high %: also measured in MT stabilizer; calls as there; % Hoechst-high responders; measured here: nuclear condensation Hoechst responders;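 share of cells brighter than vehicle mean plus two SD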
# MT stabilizer cytotoxicity %: further read-out of MT stabilizer, marked with its call; toxicity, %; measured here: cytotoxicity by cell density;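 0% = mean cell density of plate MIN control wells and 100% = no cells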
# Autophagy HCS cell loss 18 h: recorded beside Autophagy HCS, whose call it bears; toxicity, %; measured here: cell loss, nuclei count;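 cell loss after 18 h compound exposure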
# * marks the source's active call; other numbers are inactive results; i = inactive; u = inconclusive; x = no result given; [ ] = dose if it differs, or a comment.
SMILES,Dynein transport,Dynein transport cytoplasmic EGFP,Dynein transport nuclear GR-EGFP,Dynein transport cell count,Autophagy HCS,Autophagy HCS cell loss 18 h,ER stress rescue,Ins promoter up,Ins promoter up cell count,M17LAP inhibition,K1F lysis inhibition,bCat nuc transl,bCat nuc transl cell count 5 µM,MT stabilizer,MT stabilizer Hoechst-high %,MT stabilizer cytotoxicity %,P. falciparum M1AAP
O=C(NCc1nc2ccccc2[nH]1)c1ccc(Cl)c(S(=O)(=O)N2CCCC2)c1,-0.2,-0.23,-0.23,0.37,i,-8,-0.2%,0.12,1739,-13%,0.4%,-0.6,1096,3.9,2.2,6.3,-2%
Cc1cccc(C2Nc3ccccc3C(=O)N2c2ccc(F)cc2)n1 (stereo unspecified),-0.33,0.14,0.31,-1.1,i,-2,-0.1%,x,x,-127%,4.4%,0.7,1040,3.6,1.9,3.9,4%
CC(C)(C)NC(=O)C(c1ccc(F)cc1)N(CCc1ccccc1)C(=O)c1ccn[nH]1 (stereo unspecified),1.5,-0.21,1.5,-1.4,i,-15,0.4%,x,x,5%,-0.9%,1.1,1525,1.7,0.9,1.5,3%
Cc1ccc([N+](=O)[O-])cc1NC1OC(CO)C(O)C1O (stereo unspecified),-0.63,-0.21,-0.71,0.059,i,3,0.8%,-0.28,1862,-3%,-1.1%,-1.8,1108,0.8,1.7,11,6%
CN1CCN(S(=O)(=O)c2ccc3c4c(cccc24)C(=O)N3)CC1,1.6,0.016,1.1,-1.5,i,2,-0.3%,0.69,1007,-52%,-0.3%,x,x,2.2,2.8,5.9,6%
COc1ccc(C(=O)Cn2nc(CNc3ccc(Br)cc3)[n+]3c2CCCCC3)cc1,-0.29,-0.26,-0.15,0.34,i,8,-2.1%,-0.42,1264,3%,u,0.2,999,5.5,1.2,7.0,0%
NC(=O)CC[C@@H]1NC(=O)C(Cc2ccc(O)cc2)NC(=O)c2cc([N+](=O)[O-])cc(F)c2NCCC[C@@H](C(N)=O)NC1=O (stereo partly specified),-0.5,-0.039,0.083,1.2,i,21,-1.5%,0.67,876,12%,x,2.3,420,2.3,1.8,7.8,5%
Cc1ccc(-c2nnc3c(C(F)(F)F)nc4ccccc4n23)cc1,0.25,-0.13,-8.8e-05,-0.9,i,-16,0.9%,0.24,1966,-5%,0.1%,23,678,11,1.2,11,1%
CCN(CC)C(=O)CC(c1ccc(N(C)C)cc1)c1c(O)cc(OC)cc1OC (stereo unspecified),0.85,-0.81,0.56,-0.2,x,x,x,0.34,934,-1%,-1.2%,-1.9,1148,x,x,x,4%
CS(=O)(=O)N1CCC(C(=O)Nc2ccccc2F)CC1,-0.43,0.13,0.12,0.46,i,8,-2.0%,-0.43,1214,1%,3.6%,x,x,2.4,2.0,10,-4%
C=CCn1c(C)cc(C(=O)COC(=O)/C=C/c2cccc(OC)c2)c1C,0.72,-0.15,0.27,-0.5,i,16,0.0%,1.1,1067,-6%,0.6%,-2.8,1066,2.3,2.9,9.7,-3%
Cc1nn(-c2ncc(C(F)(F)F)cc2Cl)c(=O)n1-c1ccc(F)cc1,0.67,-0.3,0.19,0.66,i,4,x,-0.56,1297,5%,1.2%,-1.5,1117,6.8,1.8,14,7%
COCCn1nnnc1C(c1cccs1)N1CCN(c2nc3ccccc3s2)CC1 (stereo unspecified),-0.029,-0.24,-0.09,0.11,i,-7,-0.4%,0.17,1456,-3%,0.1%,-1.1,1135,3.3,1.0,3.5,0%
COc1cc2c(cc1OC)CN(C(=S)Nc1cccc(Cl)c1C)CC2,-0.87,-0.25,-0.36,0.55,x,x,x,-0.22,1152,-5%,-0.9%,1.0,1319,x,x,x,4%
Cc1cc(C)n2nc(-c3cnn(C)c3C(F)(F)F)cc2n1,0.009,-0.23,-0.28,0.25,i,-6,-0.9%,x,x,8%,0.8%,x,x,2.0,1.0,2.7,7%
COc1ccc(/C=C/C(=O)Nc2c(C(=O)O)[nH]c3ccccc23)cc1OC,-0.38,-0.25,-0.3,0.95,x,x,x,x,x,28%,0.2%,-1.0,1382,x,x,x,9%
CC(C)=CCN1CCN(Cc2cc(CC(C)C)n[nH]2)CC1CCO (stereo unspecified),1.5,-0.28,0.71,-0.61,x,x,x,-0.03,1090,10%,0.2%,0.7,1248,x,x,x,1%
CCC(C)[C@H](NC(=O)Nc1ccc2c(c1)OCCO2)C(=O)O (stereo partly specified),-0.62,-0.39,-0.1,0.47,i,-9,-1.2%,0,1507,13%,3.1%,-2.0,1467,2.4,1.2,1.0,10%
Cc1ccc(C)c(S(=O)(=O)N2CCN(C(C)C(=O)Nc3ccccc3-c3ccccc3)CC2)c1 (stereo unspecified),-0.12,-0.0091,-0.27,0.13,i,13,-4.7%,-0.21,1294,-7%,2.0%,-1.5,971,3.1,3.7,8.2,-5%
O=[N+]([O-])c1cc(S(=O)(=O)N2CCCCC2)ccc1NCCCN1CCOCC1,-1.3,-0.24,-0.54,0.84,i,-3,x,-0.56,1250,7%,3.3%,-0.7,1069,2.0,1.7,4.4,3%
CCn1nc(C)c(C2C(C#N)=C(N)OC3=C2C(=O)CCC3)c1C (stereo unspecified),0.45,-0.16,1,-0.56,i,12,0.2%,0.07,1356,6%,1.4%[50 µM],1.1,528,3.8,3.4,3.0,0%
COC1OC(COC(=O)CNC(=O)OC(C)(C)C)C(O)C(O)C1O (stereo unspecified),-0.58,-0.3,-0.69,1.2,i,-4,-0.5%,0.16,1187,-16%,0.5%,-2.4,480,2.0,3.3,3.2,2%
COCCCNc1nc2nonc2nc1N1CCN(Cc2cccc(C)c2)CC1,0.69,-0.17,0.54,-0.79,i,6,0.1%,-0.62,1366,1%,0.3%,1.4,1112,1.8,1.6,4.5,5%
CN(C)S(=O)(=O)N1CCN(CC(O)COc2ccc3cc(Br)ccc3c2)CC1 (stereo unspecified),0.018,-0.24,-0.12,0.1,i,11,-1.4%,-1.6,1044,4%,-0.1%,1.1,1293,8.2,2.9,6.7,8%
CC(C)(C)C1CCc2c(sc3nc(SCC(=O)O)nc(N)c23)C1 (stereo unspecified),-0.23,-0.12,0.36,0.084,x,x,x,-0.16,1066,14%,0.1%,1.0,1194,x,x,x,8%
# Continued.
SMILES,Dynein transport,Dynein transport cytoplasmic EGFP,Dynein transport nuclear GR-EGFP,Dynein transport cell count,Autophagy HCS,Autophagy HCS cell loss 18 h,ER stress rescue,Ins promoter up,Ins promoter up cell count,M17LAP inhibition,K1F lysis inhibition,bCat nuc transl,bCat nuc transl cell count 5 µM,MT stabilizer,MT stabilizer Hoechst-high %,MT stabilizer cytotoxicity %,P. falciparum M1AAP
COc1ccc(Cc2nnc(NC(=O)CSc3ccc(C)cc3)s2)cc1,0.046,-0.15,-0.22,0.037,i,5,-4.1%,-0.04,1295,13%,0.5%,0.3,889,2.0,3.3,5.1,9%
O=C(CCS(=O)(=O)c1ccccc1)Nc1ccccc1-c1nc2ccccc2s1,0.27,-0.14,0.25,0.29,i,-5,-0.8%,-0.05,1622,9%,0.2%,-2.9,1109,i,x,100,3%
Cc1ccc(/C=C(\C#N)C(=O)NCc2ccco2)o1,0.56,-0.3,0.5,-0.27,i,-27,15%,0.19,1259,-2%,-0.1%,0.0,1001,2.4,2.5,3.5,12%
Cc1ccc(C(C)NC(=O)C23CC4CC(CC(C4)C2)C3)cc1 (stereo unspecified),0.71,-0.28,0.38,-0.37,i,14,0.3%,-0.61,1569,-2%,0.2%,-3.2,1096,1.8,1.1,7.3,-2%
O=C(CN1C(=O)c2ccccc2S1(=O)=O)N1CCOCC1,-0.56,-0.26,-0.33,0.26,i,5,-1.9%,x,x,-7%,-0.7%,x,x,2.1,1.4,3.7,1%
CCOc1cc2c(cc1/C=C1/NC(=O)N(CC(=O)OC)C1=O)OCO2,0.42,-0.18,0.29,-0.27,i,-2,x,0.42,1288,-4%,0.2%,-5.1,1104,2.7,2.4,8.2,6%
CC(C)Cn1c(C(C)C)nc([N+](=O)[O-])c1S(=O)(=O)c1ccc(F)cc1,-3.7*,0.69*,-1.9*,0.73*,i,10,-1.2%,-0.28,1485,15%,-0.1%,-0.8,1354,5.1,3.2,2.3,3%
NC(=O)c1oc2ccccc2c1NC(=O)c1nc2ccccc2s1,-0.51,-0.13,0.078,1.3,i,5,-2.3%,-0.36,1297,-2%,4.8%,-1.3,937,3.0,2.6,9.9,9%
